# Source: PubChem
# MCF10A rerep: inducers of DNA re-replication in MCF 10A breast cells; AID 624296; 350,000 compounds, 2.9% hits; MCF 10A DNA re-replication, Hoechst nuclear intensity, 48 h; Potency, µM (doses to about 46.1 µM), for inactives: at the highest dose activity, positive = re-replication, most hits filed as activators; also: potency is read from the fitted curve at half-maximal effect; % of control where 0% means no effect; nearly all actives have a fitted effect of over 50% in size
# HT1080-NT tox: kills 2HG-producing HT-1080-NT fibrosarcoma cells; AID 686970; Potency, µM (series often up to 46.1 µM), for inactives: top-dose activity, negative = less viability, actives largely listed as cytotoxic; HT-1080-NT fibrosarcoma viability, CellTiter-Glo ATP luminescence, 48 h; 360,000 compounds, 1.6% hits;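 also: NT is the 2HG producing partner of a matched IDH1 knockdown line; potency is read from the fitted curve at half-maximal effect; 0% = DMSO-treated cells and -100% = media-only wells without cells; nearly all actives have a fitted effect of over 55% in size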
#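 Viability of the 2HG-overproducing fibrosarcoma line after 48 hours of compound exposure at 37 degrees C was determined by luminescence with CellTiter-Glo, and concentration-effect curves were then fitted and categorized.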
# SW480 rereplic: induces DNA re-replication in SW480 colon adenocarcinoma cells | SW480 DNA re-replication, Hoechst DNA content imaging, 48 h | Potency, µM (doses to about 46.1 µM), inactives show at the highest dose re-replication activation, usual class: activators | 340,000 compounds, 1.8% hits | AID 624297; also: potency is read from the fitted curve at half-maximal effect; % of control where 0% means no effect; nearly all actives have a fitted effect of over 55% in size
#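 Per well, 250 cells were exposed to pinned compound for 48 hr. Nuclear DNA was visualised with Hoechst (40 min, 37 C) and total object intensity recorded by fluorescence scanning.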
# KB-3-1 cytotox: kills parental KB-3-1 adenocarcinoma cells; KB-3-1 viability, CellTiter-Glo ATP luminescence, 72 h; Potency, µM (doses to about 46.1 µM), for the others: at the top dose activity change, negative = cytotoxic, most hits filed as cytotoxic; 400,000 compounds, 1.4% hits; AID 1347075; also: potency is read from the fitted curve at half-maximal effect; % is scaled to controls: 0 for no effect and ±100 for the full control effect; nearly all actives have a fitted effect of over 60% in size
#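 KB-3-1 parental drug-naive adenocarcinoma cells in DMEM/10% FBS, incubated 72 h at 37 C with pin-transferred compounds across a concentration series. Viability by CellTiter-Glo luminescence; concentration-response curves fitted after normalization.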
# ATXN2 expr inh: reduces ATXN2 reporter expression in HEK-293 cells; HEK-293 ATXN2-luciferase reporter, luminescence, 24 h; Potency, µM (titrated, usually from 57 µM), for inactives: at the top dose activity change, negative = inhibition, most hits filed as inhibitors; 360,000 compounds, 0.72% hits; AID 1745845; also: potency is read from the fitted curve at half-maximal effect; % is scaled to controls: 0 for no effect and ±100 for the full control effect; nearly all actives have a fitted effect of over 55% in size
#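 ATXN2-luciferase reporter cells (luciferase flanked by upstream and downstream ATXN2 gene portions) were treated 24 h at 37 °C with compounds at up to 57 uM. SteadyGlo luminescence gave expression; GF-AFC fluorescence gave viability.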
# HT1080 IDH1KD tx: toxicity to HT-1080 IDH1 knockdown cells (counter line); Potency, µM (highest dose often 46.1 µM), for the others: at the top dose activity, negative = toxicity, hits mostly cytotoxic; HT-1080 IDH1 knockdown viability, ATP luminescence, 48 h; 360,000 compounds, 2% hits; AID 686971;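 also: potency is read from the fitted curve at half-maximal effect; 0% = DMSO wells and -100% = cell-free medium wells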
#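 Knockdown cells (IDH1KD HT-1080) received compounds 2 h after plating at 750 cells/well and were kept 48 h at 37 °C in 5% FBS RPMI. A CellTiter-Glo luminescence read gave % activity for curve fitting.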
# IL-1B inflam inh: inflammasome signaling inhibition, IL-1 beta readout. AID 743279. THP-1 LPS/ATP IL-1B secretion, AlphaLISA, 16 h; hits give low values. activity change, % at 57.5 µM. 360,000 compounds, 4.7% hits; in the data active = activity change below about -50%; inconclusive = mostly about -30% to -49%; also: % is scaled to controls: 0 for no effect and ±100 for the full control effect
#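 THP-1 cells pretreated 1 hr with compounds (up to 57.5 uM final), then stimulated with LPS (250 ng/mL final) plus ATP (1.25 mM final); secreted IL-1B measured by AlphaLISA after 16 hr, decreased signal indicating inhibition.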
# HepG2 viability: HepG2 cytotoxicity, counter-screen for TGF-b inhibitors; AID 588856; HepG2 CAGA-GFP viability, ATP luminescence, 18 h; Potency, µM (top dose mostly 46.1 µM), for the others: top-dose activity change, negative = cytotoxicity, most hits filed as cytotoxic; 410,000 compounds, 0.76% hits; also: potency is read from the fitted curve at half-maximal effect; some results filed as inactive show a strong effect at the top dose
#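 HepG2 CAGA-GFP cells (1000/well, DMEM with 1% FBS) received compound, then TGF-beta at 500 pg/mL final, and were incubated 18 hours at 37 degrees C. Viability was read by CellTiter-Glo luminescence. Media-only wells were set as complete cell-killing and DMSO as no toxicity.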
# S2 tox: reduces viability in counter-screen for ATXN expression inhibitors; S2 cells (HEK-293 line with an ATXN2-luciferase reporter) viability, CellTiter-Fluor protease fluorescence, 24 h; Potency, µM (titrated, usually from 56.7 µM), usual class: cytotoxic; 400,000 compounds, 0.49% hits; also: potency is read from the fitted curve at half-maximal effect; nearly all actives have a fitted effect of over 40% in size
# Starred values were filed as active, the others as inactive; i = inactive; ? = inconclusive; . = no result given; [ ] = remark or other dose. Unless noted, calls follow the shape of the dose curve; as a rule, active = well fitted curve in the direction sought with a large enough effect; inconclusive = small, poorly fitted or top-dose-only effect, or another doubt; inactive = no such curve, though single readings can be large; an effect the other way counts as inactive or inconclusive.
1: C=CCNC(=O)COC(=O)c1cc(S(=O)(=O)N2CCCCC2)ccc1Cl
2: Cc1cc(C(=O)NCCc2ccccc2)ccc1[N+](=O)[O-]
3: O=C1OCC2=C1C(c1ccc(F)cc1)c1cc3c(cc1N2)OCCO3 (stereo unspecified)
4: C/C(=N\NC(=O)c1ccncc1)c1ccc(N(C)C)cc1
5: CCOC(=O)c1ccc(NC(=O)CCS(=O)(=O)c2ccc(Br)s2)cc1
6: CCOc1ccccc1NC(=O)c1ccccc1-c1ccccc1
7: CC(C)c1nnc(NC(=O)CCC(=O)Nc2ccccc2)s1
8: COc1ccc(C2=NOC(C3(S(=O)(=O)c4ccccc4)CC(O)C3)C2)cc1 (stereo unspecified)

assay / entry,1,2,3,4,5,6,7,8
MCF10A rerep,8%,1%,?,1%,-8%,10%,5%,-16%
HT1080-NT tox,9%,13%,0.18µM*,12%,-2%,-3%,-2%,17%
SW480 rereplic,-2%,-5%,0.1µM*,-4%,2%,?,-22%,4%
KB-3-1 cytotox,-8%,-1%,0.16µM*,5%,15%,-5%,4%,-3%
ATXN2 expr inh,19%,65%[activator],-4%,17%[11.3 µM],-1%,-15%,.,7%
HT1080 IDH1KD tx,-4%,5%,0.18µM*,22%,-4%,2%,13%,5%
IL-1B inflam inh,0,-7,66,8,19,34,0,3
HepG2 viability,-9%,-19%,6%,5%,-8%,-10%,-1%,2%
S2 tox,i,i,i,i,i,i,?,i

9: COC(=O)C(Nc1ccccc1Cl)(c1cc(C)c(O)c(C)c1)C(F)(F)F (stereo unspecified)
10: O=C(NCCCN1CCOCC1)c1sc2cc(Cl)ccc2c1Cl
11: CCOC(=O)C1Nc2ccc(Br)cc2C2C=CCC12 (stereo unspecified)
12: O=C1c2ccccc2C2(c3ccccc3)NCCCN12 (stereo unspecified)
13: CC(=O)NC1(c2cccc(F)c2)CCN(CC(=O)NC(C)C)CC1
14: Cc1ccc(C)c(N2C(=O)N(Cc3ccccc3C)c3ccccc3S2(=O)=O)c1
15: O=C(OCCN1CCOCC1)C1(c2ccccc2)CCCCC1
16: O=C(CCNC(=O)C1CCN(S(=O)(=O)c2ccc(F)cc2)CC1)NCc1ccccn1

assay / entry,9,10,11,12,13,14,15,16
MCF10A rerep,?,?,?,2%,0%,.,3%,.
HT1080-NT tox,?,7%,-16%,-22%,7%,.,?,6%
SW480 rereplic,-2%,0%,2%,-8%,-2%,.,-1%,.
KB-3-1 cytotox,?,5%,11%,10%,2%,?,0%,16%
ATXN2 expr inh,?,-5%,-6%,-5%,-25%,1%,-14%,.
HT1080 IDH1KD tx,?,11%,-15%,-4%,9%,.,2%,13%
IL-1B inflam inh,5,?,-12,-5,0,.,18,-3
HepG2 viability,16µM*,-5%,-30%,2%,-3%,-11%,-5%,7%
S2 tox,i,i,i,i,i,i,i,i

17: Cc1cccc2sc(NC(=O)CSCc3ccccc3)nc12
18: CCC(C)Nc1cc(C)nc2ncnn12 (stereo unspecified)
19: Cc1nc2cc(NC(=O)NC(C)(C)C)ccc2n1C
20: Cc1ccc(C(=O)COC(=O)C(C)N2C(=O)C3C4C=CC(C4)C3C2=O)cc1C (stereo unspecified)
21: COc1ccc([C@H]2CC(=O)C[C@@H](CCn3cccn3)O2)cc1
22: O=C(CSc1ncccn1)Nc1ccc2[nH]c(=O)[nH]c2c1
23: CCOC(=O)c1ccc(NS(=O)(=O)N2CCCCCC2)cc1
24: Cn1nccc1C(=O)N1CCN(c2ccccc2Cl)CC1

assay / entry,17,18,19,20,21,22,23,24
MCF10A rerep,28%,-6%,-2%,-24%,.,7%,5%,-23%
HT1080-NT tox,?,-2%,20%,0%,9%,7%,-5%,4%
SW480 rereplic,?,-82%[inhibitor],-117%[inhibitor],-1%,.,-3%,-3%,-9%
KB-3-1 cytotox,-1%,30%,-2%,-35%,11%,-4%,12%,-8%
ATXN2 expr inh,-5%,1%,.,6%,18%,1%,53%[activator],4%
HT1080 IDH1KD tx,?,0%,21%,6%,19%,8%,-21%,3%
IL-1B inflam inh,-2,15,-9,?,40,10,1,-21
HepG2 viability,-36%,-3%,10%,-5%,.,-16%,16%,0%
S2 tox,i,i,?,i,i,?,i,i

25: CC1(C)N=C(/C=N/O)C=[N+]1[O-]
26: CCCC(=O)OC1CC(C)N(C(=O)c2ccccc2)c2ccc(C)cc21 (stereo unspecified)
27: O=C(CCNS(=O)(=O)c1c(Cl)cccc1Cl)OCC(=O)c1ccccc1
28: COCCn1c(SCC(=O)Nc2ccc3c(c2)OCCO3)nnc1C(C)C
29: Cc1ccc(C(=O)Nn2c(C)nc3ccccc3c2=O)cc1C
30: O=C(Cc1ccc([N+](=O)[O-])cc1)OCc1ccc([N+](=O)[O-])cc1
31: CC(C)Oc1ccc(F)cc1-c1cc(C(=O)NCc2cccs2)[nH]n1
32: CN(Cc1ccc(Cl)cc1)C(c1cc2ccccc2o1)c1nnnn1C(C)(C)C (stereo unspecified)

assay / entry,25,26,27,28,29,30,31,32
MCF10A rerep,-1%,27%,-3%,-4%,2%,7%,.,.
HT1080-NT tox,16%,1%,8%,-4%,10%,-3%,16%,-18%
SW480 rereplic,-4%,10%,-3%,12%,-19%,-10%,.,.
KB-3-1 cytotox,-1%,-14%,13%,17%,10%,4%,0%,?
ATXN2 expr inh,-5%,-13%,0%,-3%,7%,-8%,7%,3%
HT1080 IDH1KD tx,8%,-4%,0%,4%,4%,12%,11%,?
IL-1B inflam inh,15,3,5,-5,12,-11,?,0
HepG2 viability,0%,-1%,4%,11%,-1%,-15%,-1%,.
S2 tox,?,i,i,i,i,?,i,i

33: N#CC1=C(N)OC2=C(C(=O)CC(c3ccccc3)C2)C1c1ccc2c(c1)OCO2 (stereo unspecified)
34: Cc1csc2cc(-c3cccc([N+](=O)[O-])c3)c(-c3cccc([N+](=O)[O-])c3)c[n+]12
35: CCc1cc2c(=O)c(-c3nc4ccccc4n3C)coc2c(CN2CCCCC2C)c1O (stereo unspecified)
36: CC(CN1CCCCC1)NC(=O)c1scnc1-c1ccccc1 (stereo unspecified)
37: Nc1cc2c(cc1Br)[nH]c(=O)c1ccccc12
38: CC(NC(=O)COC(=O)c1cc(Cl)ccc1O)C1CC2CCC1C2 (stereo unspecified)
39: COc1ccc(NC(=O)C(NS(=O)(=O)c2cccc3nsnc23)C(C)C)cc1 (stereo unspecified)
40: CC(C)Oc1cc2ccccc2cc1CNC[C@H]1O[C@@H](n2cnc3c(N)ncnc32)[C@H](O)[C@@H]1O

assay / entry,33,34,35,36,37,38,39,40
MCF10A rerep,?,1%,-1%,.,?,-3%,.,2%
HT1080-NT tox,-10%,12%,0%,18%,-30%,-12%[9.24 µM],.,2%
SW480 rereplic,-2%,-12%,-10%,.,?,-10%,.,2%
KB-3-1 cytotox,-19%,1%,-4%,0%,?,-4%,0%,-2%
ATXN2 expr inh,3%,-12%,-3%,5%,0%,-21%,-1%,-3%
HT1080 IDH1KD tx,-12%,10%,-6%,4%,?,0%,.,1%
IL-1B inflam inh,-26,1,60,15,25,?,.,-24
HepG2 viability,-7%,23%,1%,-6%,-98%,7%,16%,0%
S2 tox,i,i,i,i,?,i,?,i

# Single records (already shown). Screens in order: MCF10A rerep | HT1080-NT tox | SW480 rereplic | KB-3-1 cytotox | ATXN2 expr inh | HT1080 IDH1KD tx | IL-1B inflam inh | HepG2 viability | S2 tox
# Results for Cc1csc2cc(-c3cccc([N+](=O)[O-])c3)c(-c3cccc([N+](=O)[O-])c3)c[n+]12 = 1% | 12% | -12% | 1% | -12% | 10% | 1 | 23% | i
# Results for CC(=O)NC1(c2cccc(F)c2)CCN(CC(=O)NC(C)C)CC1 = 0% | 7% | -2% | 2% | -25% | 9% | 0 | -3% | i
# Results for CN(Cc1ccc(Cl)cc1)C(c1cc2ccccc2o1)c1nnnn1C(C)(C)C (stereo unspecified) = . | -18% | . | ? | 3% | ? | 0 | . | i

# Following part:
41: COc1cc(NC(=O)COc2cc3oc(=O)cc(C)c3cc2Cl)cc(OC)c1OC
42: CCOc1ccc(CCNC(=O)c2ccc3c(=O)[nH]c4c(C(=O)NC(C)C)sc(=S)n4c3c2)cc1
43: COc1ccc(C(C(=O)NC2CCCC2)N(C(=O)c2ccco2)c2cccc(C(C)=O)c2)cc1OC (stereo unspecified)
44: Cc1ccnc(NS(=O)(=O)c2cccc([N+](=O)[O-])c2)c1
45: CCOC(=O)c1c(C)c(C(=O)Nc2cc(F)ccc2F)c(C)n1C
46: CN(CCO)c1ccc([N+](=O)[O-])cc1C(=O)O
47: O=C(O)CCC(=O)N1CCc2cc(S(=O)(=O)Nc3ccc4c(c3)OCCO4)ccc21
48: CCN(CC)C(=O)c1cccc2nc3ccccc3nc12
49: COc1ccc(-c2nnc(SCC(=O)/C(C#N)=C(\C)N)o2)cc1
50: COc1ccc(NC(=O)NNS(=O)(=O)c2ccc(Br)cc2)cc1
51: Cc1cccc(NC(=O)CN2CCc3cc4c(cc3C2C)OCCCO4)c1 (stereo unspecified)

assay / entry,41,42,43,44,45,46,47,48,49,50,51
MCF10A rerep,-7%,-1%,2%,19%,10µM*,5%,3%,9%,-2%,-2%,13%
HT1080-NT tox,7%,-1%,1%,-3%,-28%,-1%,14%,5%,12%,-7%,-5%
SW480 rereplic,2%,-7%,-11%,-7%,23µM*,-3%,0%,-7%[9.22 µM],4%,?,?
KB-3-1 cytotox,-12%,-30%,-1%,0%,10µM*,21%,-15%,1%,22%,17%,-8%
ATXN2 expr inh,.,.,15%,.,1%,-8%,-2%,-3%,-7%,-13%,-35%
HT1080 IDH1KD tx,10%,1%,1%,-2%,?,2%,11%,1%,4%,-15%,-16%
IL-1B inflam inh,-16,9,-3,-9,0,8,9,13,-5,i,-54*
HepG2 viability,2%,9%,-7%,6%,-12%,-3%,1%,15%,-2%,29%,-15%
S2 tox,i,i,i,i,i,i,i,i,?,i,i
